Screening results as filed in PubChem.
PfHsp40 rescue – rescue of PfHsp40-mediated yeast toxicity; S. cerevisiae expressing PfHsp40, growth rescue, ATP luminescence; growth rescue, % at 12.5 µM; actives 0.68% (n = 340,000); AID 504582; in the data active = growth rescue above about 28%, passing the limit was not always enough; inconclusive = no clear call, values can overlap the other calls;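 also: yeast W303a lacking pdr1 and pdr3 grown in galactose medium; growth measured after three days at 30 °C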
MazF activator – MazEF (E. coli) toxin RNase activation; P0AE70; FAM/BHQ RNA-DNA oligo cleavage fluorescence, 5 h; activation, % at 20 µM; actives 0.32% (n = 350,000); AID 504720; in the data active = activation above about 50%
PriA SSB inh – K. pneumoniae PriA-SSBct interaction inhibition | AlphaScreen SSBct-PriA binding, biotinylated peptide | inhibition, % at 33 µM | actives 0.6% (n = 430,000); in the data active = inhibition mostly above about 37%, no sharp cut-off; inactive = mostly below about 20%;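 also: plate controls were negative control peptide for no effect and reference peptide for full effect; strong numbers were not always called active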
Vc quorum ag – inducers of Vibrio cholerae quorum light production without autoinducers | V. cholerae BH1578 lux reporter, luminescence, 6 h | activation, % at 18.7 µM | actives 0.16% (n = 350,000) | AID 588436; in the data active = activation mostly above about 9.7%, no sharp cut-off; inconclusive = no clear call, values can overlap the other calls; inactive = mostly below about 3.7%; also: not every result past the cut was called active; inactives centre near 0; reference of the scale not given here
DUSP3 inh – DUSP3 (human) phosphatase inhibition; P51452; actives 0.52% (n = 290,000); recombinant VHR phosphatase, pNPP absorbance; inhibition, % at 13.3 µM; AID 1654; in the data active = inhibition above about 50%; also: some compounds called inactive have numbers as strong as hits
TcdB inh – TcdB glycohydrolase inhibition. TcdB glycohydrolase enzymatic assay, plate reader. P18177. AID 652162. actives 0.24% (n = 350,000). inhibition, % at 9.99 µM; in the data active = inhibition above about 10%
SARS 3CLpro inh – SARS-CoV 3CLpro protease inhibition | recombinant SARS-CoV 3CLpro, quenched FRET peptide cleavage | inhibition, % at 6 µM | actives 0.14% (n = 290,000) | P0C6X7; in the data active = inhibition above about 12%
Rv3671c protease – inhibitors of M. tuberculosis serine protease Rv3671c; P9WHR9; inhibition, % at 5.96 µM; actives 0.048% (n = 320,000); AID 2606; in the data active = inhibition above about 38%;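 also: extracellular domain of Rv3671c used as enzyme; 0% = enzyme with DMSO and 100% = no enzyme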
Y pestis TopoI – Y. pestis Topo-I inhibition via cleavage products. activity, % at 10 µM. AID 504884. Y. pestis Topo-I cleavage product accumulation, plate reader. actives 0.064% (n = 360,000); in the data active = activity above about 50%, passing the limit was not always enough; inconclusive = no clear call, values can overlap the other calls; also: inactives centre near 2
Anthrax LF inh2 – anthrax lethal factor protease inhibition; multiplex microsphere protease cleavage assay, LF; inhibition, % at 10 µM; actives 0.12% (n = 360,000); AID 588501; in the data active = inhibition above about 30%; inconclusive = no clear call, values can overlap the other calls; also: plate controls were buffer without enzyme for full effect and enzyme alone for no effect
Active calls of the source: *; i = inactive; ? = inconclusive; / = no result given; & = joins results of further samples. This is a subset; count on the stated rates, not on these rows.

Compound	PfHsp40 rescue	MazF activator	PriA SSB inh	Vc quorum ag	DUSP3 inh	TcdB inh	SARS 3CLpro inh	Rv3671c protease	Y pestis TopoI	Anthrax LF inh2
CN(C)CCCn1c2c(c(SCC(=O)Nc3ccc4c(c3)OCCO4)nc1=O)CCC2	1.2	3	-8	0.5	/	-0.9	/	-6	-7	4
COc1ccccc1NC(=O)Cc1csc(NC(=S)Nc2ccccc2)n1	-0.4	3	15	14	12	/	7	-28	1	1
NC(=O)c1ncc(C(F)(F)F)cc1Oc1ccc(F)cc1	-0.6	-5	-14	i	26	/	-2	6	-8	-4
CC(NC(=O)c1ccccc1)c1ccc(F)cc1 (centres undefined)	-1.3	6	-14	-0.1	4	-0.8	4	10	2	1
Cc1ccc(-c2nn(-c3cc(Cl)ccc3[N+](=O)[O-])c(=O)c3ccccc23)cc1C	1.2	-2	-1	i	14	/	-4	-7	6	-2
COc1cc(Cl)c(C)cc1NC(=O)CSc1nnc(-c2ccco2)n1CC(C)C	1.2	-5	10	i	21	2.2	0	2	35	-1
Nc1c(S(=O)(=O)c2ccccc2)c2nc3ccccc3nc2n1C1CC1	-1.0	23	-4	i	19	0.9	-2	3	17	-10
O=C(/C=C1\NC2(CCCC2)Cc2ccccc21)N1CCOCC1	0.3	4	1	/	-11	/	-4	4	10	-1
CCCCN(C(=O)CCN1C(=O)C2CC=CCC2C1=O)c1c(N)n(CCCC)c(=O)[nH]c1=O (centres undefined)	0.2	0	1	i	/	1.3	/	/	0	-3
CC(=O)N/C(=C\c1ccccc1)C(=O)OCC(=O)c1ccc(F)cc1	-1.2	6	-3	-11	/	-0.6	/	2	-13	7
Cc1ccc(Sc2ncccc2C(=O)N(C)Cc2cccs2)c(C)c1	1.3	-14	-23	-0.5	28	-0.6	-4	11	39	-1
O=C(COc1cccc2cccnc12)Nc1ccccc1	1.3	-10	-9	-0.1	-3	-0.1	-2	-13	0	-3
CCOc1ccc(/C=C/C(=O)c2ccccc2)cc1	3.0	8	0	-0.6	13	-0.6	1	-6	31	2
CCOc1ccc(-n2ccn(CC(=O)NCCc3ccccc3)c(=O)c2=O)cc1	0.4	-1	-7&-17	i	/	-0.1	/	/	2	-2
Cc1ccc(-c2nnc(SCC(=O)OC(C)C)n2N)cc1	-0.6	8	-3	/	3	/	2	2	-5	5
CN(Cc1ccccc1)CC1CCCN(CCc2ccccc2F)C1 (centres undefined)	0.4	6	-4	i	12	0.0	-3	-8	4	-6
CCN(c1cccc(C)c1)S(=O)(=O)c1cccc2nsnc12	-1.8	-3	11	-4.3	-23	/	-2	-4	12	2
CN(C1=C(NC(=O)c2ccc(Cl)cc2)C(=O)c2ccccc2C1=O)c1ccccc1	?	5	104	0.3	-21	/	2	1	-6	-4
Cc1ccc(S(=O)(=O)NCCC(=O)Nc2ccc(Cl)c(Cl)c2)cc1	-1.1	-1	-5	-0.5	-8	/	-2	-20	8	1
CCN1CCN(S(=O)(=O)c2ccc(Cl)c(C(=O)N(CC)Cc3ccccc3)c2)CC1	6.0	-8	-8	-0.9	/	-0.9	/	/	20	-3
COc1ccc(-c2cc3c(=O)n(CC(=O)NCc4ccc(Cl)cc4)ncn3n2)cc1	1.0	-60	-12	-0.3	-18	1.5	1	-5	-1	-8
O=C(CNC(=O)C1CCCCC1)Nc1cc(Cl)ccc1Cl	-1.5	-3	-9	i	-5	-0.2	-1	-9	0	1
Cc1ccc(C(=O)N2CCC(C(=O)NC3CCCCCC3)CC2)cc1	0.3	1	-5	-0.3	-27	0.4	-7	-17	4	12
O=C(COC(=O)c1ccc2c(c1)S(=O)(=O)N=C1CCCCCN12)NCc1cccs1	-1.4	8	-11	-2.8	-9	1.1	-2	6	-5	-6
O=c1nc(Nc2ccccc2)sc2ccc([N+](=O)[O-])cc12	-1.1	6	0	-0.3	46	/	-2	-6	3	-2
Cc1csc(CNc2ncnc3ccc(-c4ccc5c(c4)OCO5)cc23)c1	-1.1	-4	-6	-0.3	/	6.2	/	4	-3	0
Cc1ccccc1Nc1nc(N)nc(CN2CCN(Cc3ccc4c(c3)OCO4)CC2)n1	0.3	-8	-2	i	38	0.5	-1	4	2	1
CCN(C(=O)COC(=O)[C@H](C)N=C1NS(=O)(=O)c2ccccc21)C1CCS(=O)(=O)C1 (some centres undefined)	0.0	2	8	-0.3	/	1.8	/	/	1	?
COc1ccc(/C=N/NC(=O)c2ccc(O)cc2O)cc1CSc1ccccn1	-0.1	7	/	1.9	-17	1.8	4	-2	2	-2
CC1Cc2ccccc2N1C(=O)COC(=O)C1(c2ccccc2F)CCCC1 (centres undefined)	-0.3	-4	-10	-0.4	23	/	-5	-12	45	-2
CN1CCc2c(OCC(=O)N3N=C(c4cccs4)CC3c3ccc(F)cc3)cccc2C1=O (centres undefined)	-0.1	-1	1	i	25	0.5	-2	-12	29	0
Cc1ccc(-n2ncc3c(=O)n(CC(=O)N(C(C)C)C(C)C)cnc32)cc1	-1.6	9	-4	i	25	-12	-1	3	-10	-10
CSc1ccc(C(=O)NC2CCSc3ccccc32)cc1 (centres undefined)	0.9	11	-14	-0.2	10	0.4	2	-4	-5	-9
CCOc1cc(N2CCOCC2)c(OCC)cc1NC(=O)c1cc(-c2ccco2)nc2ccccc12	-0.6	-1	-2	-15	43	-0.5	1	2	15	-4
COc1ccc(NS(=O)(=O)c2ccc(OC)c(N(C)S(=O)(=O)c3ccc(Cl)cc3)c2)cc1	1.7	-6	2	1.0	0	1.3	2	-13	-10	-11
CCc1cc2c(=O)[nH]c(Cc3ccc(Cl)cc3)nc2s1	-0.3	-7	-11	-1.1	19	/	-4	3	2	0
Cn1c(N)c(C(=O)COC(=O)c2nc(Cl)ccc2Cl)c(=O)n(C)c1=O	0.1	-1	5	2.9	11	0.8	-5	-5	7	-2
CCCC1CCC(c2nc(-c3cccnc3)no2)CC1 (centres undefined)	1.9	-11	-25	5.8	-12	/	4	-5	13	1
COc1ccccc1CN=Cc1[nH]c2ccc(Br)c(Cl)c2c1O	-0.1	0	0	i	20	/	2	-3	19	0
CCc1ccccc1N(CC(=O)NCc1ccc(OC)cc1)C(=O)CCC(=O)Nc1ccccn1	-0.3	3	-5	-0.3	20	0.4	-2	-4	25	4
O=C(Nc1ccccc1)OCCN1CCN(Cc2ccccc2)CCC1=O	-1.5	5	-15	i	8	0.6	-3	4	2	0
O=C(C[C@@H]1C/C=C\C[C@@H](Cc2ccc(F)cc2)C(=O)OC[C@H]2CCCN2C1=O)NCCO	-1.6	9	/	-0.3	/	-2.3	/	6	29	-8
Cc1cc(NC(=O)c2cc(C3CC3)on2)no1	-1.3	10	-1	i	-11	1.8	-1	1	8	6
Cc1cccc(OCc2nnc(SCC(=O)N(C)C3CCCCC3)o2)c1	1.5	7	-21	i	/	1.4	/	/	42	-5
COC1=CCC2([N+](=O)[O-])CN(CCO)CC1([N+](=O)[O-])C2 (centres undefined)	-1.5	5	4	-2.6	-28	/	0	-8	-6	-1
O=C(O)/C=C/C(=O)N1CCN(c2ccccc2F)CC1	3.1	4	-13	-0.3	-8	0.5	-2	-6	-1	1
CC(=O)O[C@]1(C(C)=O)CC[C@H]2[C@@H]3C=C(C)C4=CC(=O)CC[C@@H]4[C@H]3CC[C@@]21C	-2.1	-1	-2	-0.4	/	-1.0	/	-8	17	-10
O=C(Cn1c2[n+](c3ccc(C(F)(F)F)cc31)CCCCC2)Nc1ccccc1	-0.6	1	-7	-2.1	5	-0.4	6	0	-10	-1
CCCCOP(=O)(c1ccc(N(C)C)cc1)C(O)c1c(Cl)cccc1Cl (centres undefined)	0.7	9	7	-0.2	10	-0.2	1	-1	28	14
COc1ccc(NC2=NCC(=O)N2c2ccccc2)c(OC)c1	-0.4	11	2	1.4	28	/	4	9	4	1

Some of the entries so far, field by field.
COc1ccccc1CN=Cc1[nH]c2ccc(Br)c(Cl)c2c1O
  PfHsp40 rescue = -0.1
  MazF activator = 0
  PriA SSB inh = 0
  Vc quorum ag = i
  DUSP3 inh = 20
  TcdB inh = /
  SARS 3CLpro inh = 2
  Rv3671c protease = -3
  Y pestis TopoI = 19
  Anthrax LF inh2 = 0

CCc1ccccc1N(CC(=O)NCc1ccc(OC)cc1)C(=O)CCC(=O)Nc1ccccn1
  PfHsp40 rescue = -0.3
  MazF activator = 3
  PriA SSB inh = -5
  Vc quorum ag = -0.3
  DUSP3 inh = 20
  TcdB inh = 0.4
  SARS 3CLpro inh = -2
  Rv3671c protease = -4
  Y pestis TopoI = 25
  Anthrax LF inh2 = 4

O=C(Nc1ccccc1)OCCN1CCN(Cc2ccccc2)CCC1=O
  PfHsp40 rescue = -1.5
  MazF activator = 5
  PriA SSB inh = -15
  Vc quorum ag = i
  DUSP3 inh = 8
  TcdB inh = 0.6
  SARS 3CLpro inh = -3
  Rv3671c protease = 4
  Y pestis TopoI = 2
  Anthrax LF inh2 = 0

O=C(C[C@@H]1C/C=C\C[C@@H](Cc2ccc(F)cc2)C(=O)OC[C@H]2CCCN2C1=O)NCCO
  PfHsp40 rescue = -1.6
  MazF activator = 9
  PriA SSB inh = /
  Vc quorum ag = -0.3
  DUSP3 inh = /
  TcdB inh = -2.3
  SARS 3CLpro inh = /
  Rv3671c protease = 6
  Y pestis TopoI = 29
  Anthrax LF inh2 = -8

Additional structures follow.
The line under a structure holds: PfHsp40 rescue, MazF activator, PriA SSB inh, Vc quorum ag, DUSP3 inh, TcdB inh, SARS 3CLpro inh, Rv3671c protease, Y pestis TopoI, Anthrax LF inh2
> CC(C)n1c(/N=C/c2c[nH]c3ccccc23)nc2ccccc21
→ 1.0, 4, /, -0.4, 17, 0.5, -3, -17, 0, -3
> O=C(COc1ccc2ccc(=O)oc2c1)N1CCc2ccccc21
→ -1.0, 1, -6, i, 17, -0.6, -3, -14, -8, 1
> Cc1ccc(NC(=O)CSc2nncs2)cc1Cl
→ 1.2, 4, -11, -2.0, /, 1.9, /, -8, 2, 6
> O=C(c1ccco1)N1N=C(c2cccs2)CC1c1cc([N+](=O)[O-])ccc1O (centres undefined)
→ 0.7, -8, 7, i, 15, 6.0, 3, -11, -16, -7
> Cc1cc(NC(=O)CSc2nnc(-c3ccc([N+](=O)[O-])cc3)o2)no1
→ -0.4, 0, 10, -0.3, 40, -0.8, -7, 2, 3, -3
> CC(=O)c1ccc(S(=O)(=O)Nc2cccc(S(=O)(=O)NC3=NCCC3)c2)cc1
→ -1.2, 10, -3, -0.5, 1, /, 6, -9, 4, -5
> CCN(CC(=O)Nc1c(F)cccc1F)C(=O)CCNS(=O)(=O)c1ccc(C)c(C)c1
→ 22, 4, -15, -0.7, /, 0.9, /, 12, 3, 0
> CC(C)CN(C(=O)COC(=O)c1cccc2ccccc12)c1c(N)n(Cc2ccccc2)c(=O)[nH]c1=O
→ -0.4, -9, -11, -0.4, /, 1.1, /, -9, 14, /
> O=C1C(Cl)=C(Nc2cccc(O)c2)C(=O)N1Cc1ccccc1
→ 1.6, 3, -6, 0.4, 16, -0.3, 7, -3, 1, -2
